Assay outcomes from PubChem.
EBV LMP1 NFkB: EBV LMP1-driven NF-kappaB luciferase reporter inhibitors, primary screen, cell-based, luminescence, single point; LMP1-induced NF-kappaB luciferase reporter cells; inhibition, % at 12.5 µM; 350,000 compounds, 0.69% hits; in the data active = inhibition above about 41%;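 also: 0% = neutral control wells and 100% = reference inhibitor control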
Peg3 promoter: Peg3 promoter-driven luciferase inhibitors, primary screen, cell-based, HeLa, luciferase luminescence. HeLa PEG-Prom luciferase reporter, overnight. inhibition, % at 20 µM. 360,000 compounds, 1.7% hits. AID 588405, 2011;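 active = inhibition of at least 50% at 20 µM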
TRPM1 prom inh: inhibitors of MITF-dependent TRPM1 promoter reporter, primary screen, cell-based, SK-MEL-5, single point, luciferase; SK-MEL-5 TRPM1 promoter luciferase, 24 h; AID 488899, 2010; 330,000 compounds, 0.83% hits; inhibition, % at 12.5 µM;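 active = mean inhibition across replicates of 60% or more, whatever share of single replicates reaches that level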; also: values of inactives mirror those of a sister screen read the other way
KKLEB cytotox: cytotoxicity in KKLEB CF airway cells, primary screen, cytotoxicity control for CF NF-kB inhibitor project, cell-based, uHTS, fluorescence assay plates | activity change (cytotoxicity), % at 5 µM | AID 602141, 2011 | 360,000 compounds, 0.36% hits | KKLEB CF airway cells viability, ATPlite luminescence, overnight; stronger effect = lower value; cells stimulated with P. aeruginosa culture filtrate;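 active = corrected activity change at or below -50% at 5 µM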
NR2E3 ag-1: NR2E3 agonists in two-hybrid cells, primary screen, cell-based, luminescence, CHO-S, Gal4-NCOR/VP16-NR2E3; Photoreceptor-specific nuclear receptor (Homo sapiens), Q9Y5X4; luciferase; inhibition of corepressor binding, % at 3.98 µM; 360,000 compounds, 0.35% hits; AID 602229, 2012;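 active = inhibition above the mean of all tested compounds plus 3 SD, cut at about 70% in these data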;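 also: 0% = DMSO with NR2E3 transfected cells and 100% = cells lacking NR2E3 construct; higher means lower luciferase signal from less NR2E3 corepressor binding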
Target sequence (Q9Y5X4 whole entry, looked up, the tested form may be a part): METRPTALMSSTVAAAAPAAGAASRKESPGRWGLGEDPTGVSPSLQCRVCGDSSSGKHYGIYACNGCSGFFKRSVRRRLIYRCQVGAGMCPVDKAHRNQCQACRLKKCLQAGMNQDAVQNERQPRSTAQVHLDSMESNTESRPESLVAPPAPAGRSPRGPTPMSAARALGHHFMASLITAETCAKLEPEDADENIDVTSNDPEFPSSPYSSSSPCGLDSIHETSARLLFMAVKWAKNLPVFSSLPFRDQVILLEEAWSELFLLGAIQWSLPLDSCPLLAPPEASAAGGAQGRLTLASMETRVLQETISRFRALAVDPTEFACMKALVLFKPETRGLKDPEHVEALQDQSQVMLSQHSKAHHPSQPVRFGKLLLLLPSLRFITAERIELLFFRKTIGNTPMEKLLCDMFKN
NR2E3 ag-2: inhibitors of NR2E3-RetCOR corepressor binding, primary screen, NR2E3 agonist project, biochemical, TR-FRET, GST-NR2E3, biotin-RetCOR | AID 2300, 2010 | Photoreceptor-specific nuclear receptor (Homo sapiens), Q9Y5X4 | 320,000 compounds, 0.12% hits | 1536-well | inhibition of corepressor binding, % at 4.78 µM;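 active = percent inhibition above the cutoff of mean plus 3 SD of all tested compounds, set per screening campaign, cut at about 20% in these data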;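 also: 0% = DMSO wells and 100% = biotin wells as full block of FRET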
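System: GST-tagged NR2E3 plus biotinylated RetCOR corepressor; Buffer or medium: pH 7.5 Tris-based buffer; Probe or stimulus: RetCOR corepressor, biotinylated, 7 nM; Doses: compound at 4.8 µM, single dose; Schedule: 5 h incubation at 4 °C; Technique: time-resolved FRET; Evaluation: percent inhibition of TR-FRET ratio; Replication: one well per compound, singlicate testing.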
HIF-2a block: HIF-2a reporter inhibitors, primary screen, luminescence, 786-0 RCC cells; 360,000 compounds, 0.72% hits; inhibition, % at 18.8 µM; 786-0 RCC cells HIF-2a reporter, luciferase luminescence, overnight;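 active = inhibition of the luminescence signal of 40% or more relative to plate controls, in a single-dose primary screen at 18.75 µM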
TRAIL sens C8: viability loss with TRAIL in NB7+C8 cells, primary screen, TRAIL sensitizer project, cell-based, ATPlite luminescence. inhibition (viability loss, TRAIL sensitization), % at 10 µM. 360,000 compounds, 1% hits;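 active = compounds causing at least 50% loss of cell viability in the single-dose screen, relative to plate controls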
hiPSC survival: enhancers of single-cell hiPSC survival, primary screen, ATPlite luminescence; 100% = ROCK inhibitor wells, 0% = DMSO; survival enhancement, % at 20 µM; 360,000 compounds, 0.044% hits; AID 602274, 2012; in the data active = survival enhancement above about 18%;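 also: cells exposed to compounds for 16 hours before the ATP read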
CF NFkB block: inhibitors of PAF-induced NF-kB signaling, primary screen, cell-based, GFP fluorescence, uHTS. KKLEB NF-kB-GFP reporter, GFP fluorescence overnight. inhibition, % at 5 µM. 360,000 compounds, 0.86% hits;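 active = at least 50% inhibition at 5 µM, scaled per plate between neutral and stimulator controls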;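 also: PAF is a Pseudomonas aeruginosa culture filtrate used as stimulus; plate controls were PAF-stimulated DMSO wells for no effect and unstimulated DMSO wells for full effect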
Shn3 3UTR inh: reduction of Shn3 3'UTR firefly luciferase signal, primary screen, Schnurri-3 inhibitor project, cell-based, Clone20 osteoblasts, set 2. 360,000 compounds, 0.52% hits. inhibition, % at 12.5 µM. Clone20 osteoblast Shn3 3'UTR firefly luciferase, 24 h. AID 588674, 2011;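 active = mean inhibition of at least 75% with every replicate also reaching 75%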;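 also: 0% = median of neutral control wells and 100% = pilot-screen positive control compound; some compounds past the cut are filed as inactive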
Numbers without * were called inactive; / = not tested or not shown; & = joins results of further samples. These rows are one share of the data, so the mix of outcomes need not match the whole.

Results follow in this order: EBV LMP1 NFkB	Peg3 promoter	TRPM1 prom inh	KKLEB cytotox	NR2E3 ag-1	NR2E3 ag-2	HIF-2a block	TRAIL sens C8	hiPSC survival	CF NFkB block	Shn3 3UTR inh
- CC(C)(C)C(O)C(Cc1ccccc1Cl)n1cncn1 (configuration not stated)
→ -8	-7	-7	7	-4	-6	14	1	-0.2	-12	-12
- COc1ccccc1NC(=O)c1ccc(-n2cccn2)c([N+](=O)[O-])c1
→ 7	-13	-13	6	-15	4	-24	9	-3.0	-7	-9
- CCN=c1scc(-c2ccc3c(c2)NC(=O)CO3)n1N=C1CCCC1
→ 9&38	2&6	6&35	9&-1	12&19	3	-45&2	16&6	-1.8&0.9	-12&6	82&74
- CCOP(=O)(OCC)C(NC(=O)c1ccc(OC)cc1)c1ccccc1 (configuration not stated)
→ -2	-2	-6	-13	-1	2	20	-14	1.8	38	8
- N#C/C(=C\c1ccc(O)c(Br)c1)C(=O)N1CCCCC1
→ 19	-4	-3	1	20	0	-3	-16	-0.1	7	-10
- CCn1c(SCC(=O)NCc2ccc3c(c2)OCO3)nnc1-c1ccncc1
→ 4	11	12	-30	-3	2	5	-2	1.0	23	-20
- COc1ccc(-n2c(=O)c3c4c(sc3n(CC(=O)Nc3cc(C)[nH]n3)c2=O)CCCC4)c(OC)c1
→ -7	28	-1	-7	2	8	22	18	0.1	5	5
- Cc1ccc(S(=O)(=O)N2C[C@@H](C)[C@]3(C2)[C@H](O)[C@H](OC(=O)NC2CC2)C[C@H]2C(=O)N(c4ccccc4)C(=O)[C@H]23)cc1
→ -21	-3	/	-6	-22	/	14	6	-1.5	16	4
- O=C(NC1CCN(Cc2ccccc2)CC1)c1ccccc1OCc1ccccc1
→ 18	3	5	-4	-34	0	21	4	0.1	1	15
- O=C(NCc1ccc(Cl)cc1Cl)Nc1nc([C@@H]2O[C@H](CO)[C@@H](O)[C@H](O)[C@H]2O)cs1
→ /	13	/	-5	0	/	-4	1	1.4	-1	-18
- COc1cccc(C(=O)NCC2CCCN2S(=O)(=O)c2ccccc2)c1 (configuration not stated)
→ 0	-3	-5	-7	-19	0	0	10	-0.3	-15	59
- CN1C(=O)N(CC(=O)Nc2cccc(S(=O)(=O)N(C)c3ccccc3)c2)C(=O)C12CCCCC2
→ -7	5	12	0	25	/	15	0	0.3	-2	24
- CC1=C(C(=O)N2CCOCC2)C(c2c(F)cccc2F)NC(=O)N1 (configuration not stated)
→ 2	9	-8	7	-18	0	7	-5	1.5	10	0
- O=Cc1ccccc1Oc1nc(N2CCOCC2)nc(N2CCOCC2)n1
→ 3	15	1	-19	-5	2	6	18	-2.4	13	26
- CCCCN=CC1=C(O)CC(c2ccccc2)CC1=O (configuration not stated)
→ -6	-12	-3	-3	-7	0	-7	-11	-0.3	16	-9
- CCC(=O)c1ccc(OCC(O)CNC2CCCC2)cc1 (configuration not stated)
→ -2	3	-4	-1	-5	0	8	-17	-0.7	21	8
- CCN(CC)CCNc1nc(SC)nc2sc3c(c12)CCN(C)C3
→ 9	2	-1	-7	17	-1	0	2	-0.1	-2	1
- O=C(N/N=C/c1ccco1)c1cc(-c2ccncc2)nc2ccccc12
→ -31	17	42	5	-25	/	13	16	-0.2	-8	-7
- Nc1nc(N)nc(-c2cc(O)ccc2O)n1
→ 20	-17	-1	4	76*	-1	-6	-2	0.1	54*	-25
- O=C(CN1CCCCC1)Nc1cccc(Cl)c1Cl
→ -7	-31	-7	-16	-16	1	-30	4	-0.3	19	-2
- [O-]C1=N/[N+](=C/c2ccccc2)CC1
→ -3	6	-11	7	6	-1	7	-4	-0.4	-6	9
- COC(=O)c1sc(NC(C)=O)c(C(=O)OC)c1C
→ 4	0	-6	10	-24	-1	12	-14	0.4	-28	-6
- COc1ccc(OC)c2c1sc(=NC(=O)C(C)(C)C)n2C
→ 15	-17	-9	0	-16	1	-64	-10	0.8	-8	12
- O=C(CN1CCN(c2ccccc2)CC1)Nc1ccc(-n2cnnn2)cc1
→ -3	3	-11	-1	-18	1	13	6	3.0	-13	17
- c1ccc(OCCN2CCN(Cc3nc(-c4ccc5c(c4)OCO5)no3)CC2)cc1
→ 10	17	-3	5	9	1	7	6	-1.4	3	-8
- COCCNc1nnc(Cc2ccc(Cl)cc2)c(=O)[nH]1
→ 6	20	-1	4	6	0	12	-8	0.4	-7	18
- CCOc1ccccc1CN1CCCC(C(=O)Nc2cccc(-n3cccn3)c2)C1 (configuration not stated)
→ 8	20	-8	-8	-4	0	19	14	-0.1	13	72
- Cc1sc2ncnc(N3CCN(S(=O)(=O)c4ccc(F)cc4)CC3)c2c1C
→ 9	37	2	7	78*	2	36	9	0.7	-5	66
- Cc1cc(C(=O)NNC(=O)c2cccs2)c(C)o1
→ 6	-29	-2	-5	-9	1	-20	1	-0.4	-15	-17
- O=C(NNC(=S)Nc1cccc(Cl)c1)c1ccccc1
→ -9	-251	-33	-11	-118	3	-253	13	-0.1	-30	-52

(list continues)
Results follow in this order: EBV LMP1 NFkB	Peg3 promoter	TRPM1 prom inh	KKLEB cytotox	NR2E3 ag-1	NR2E3 ag-2	HIF-2a block	TRAIL sens C8	hiPSC survival	CF NFkB block	Shn3 3UTR inh
- COc1ccc(-n2nc(C(=O)NCC(=O)NCc3ccc(F)cc3)c3ccccc3c2=O)cc1OC
→ -1	30	8	-8	-3	-294	7	13	-0.5	12	-1
- CC1CCc2nc(N)c(C#N)c(-c3cccnc3)c2C1 (configuration not stated)
→ 59*	31	4	-5	-59	1	13	17	0.5	69*	21
- CN(Cc1ccccc1)Cc1c(F)cccc1F
→ -5	8	-2	-8	12	2	10	7	-1.4	4	-14
- CCc1nnc(NC(=O)c2cccc(S(=O)(=O)N3CCCCC3)c2)s1
→ -6	0	8	0	-17	1	6	0	0.0	7	8
- CCOc1ccc(NC(=S)N2CCN(C/C=C/c3ccccc3)CC2)cc1
→ 10	16	10	-6	-7	0	4	-9	-0.8	-6	5
- Cc1ccc(S(=O)(=O)N(C)C)cc1NC(=O)C(C)N(C)Cc1sccc1C (configuration not stated)
→ 12	16	17	-2	60	0	3	14	0.1	18	75
- CS(=O)(=O)N(CC(=O)N1CCOCC1)c1ccc2c3c(cccc13)CC2
→ -7	3	-9	6	-4	-3	24	3	0.2	-14	-7
- COc1cc(CCC(=O)OCC(=O)N2CC(=O)Nc3ccccc32)cc(OC)c1OC
→ 10	-1	9	6	-3	/	13	-24	2.6	-10	6
- CN(NC(=O)c1c(Cl)cccc1Cl)c1cccc(Cl)n1
→ -3	-19	-10	0	-4	-2	-3	-9	1.8	-14	-1
- CNc1cc([N+](=O)[O-])ccc1N/C=C/C(=O)c1ccc2c(c1)OCO2
→ -5	-6	3	4	-43	-3	-39	15	0.4	15	-32
- COc1ccc(OC)c(NC(=O)CSc2nnc(CNC(=O)COc3ccc(Cl)cc3)o2)c1
→ 2	7	4	-3	5	0	9	-2	1.3	-6	-29
- O=C(NC1CCCC1)c1ccc(CS(=O)(=O)Cc2ccccc2Cl)o1
→ -3	8	-1	4	-12	-2	12	2	-0.5	16	0
- CSc1nnc2c(n1)OC(C)=Nc1ccccc1-2
→ -8	-8	14	-7	-2	4	-1	-14	3.0	7	-22
- COc1ccc(OC)c(/C=N\NC(=O)c2c(C)nc3cc(C)ccn23)c1
→ -3	10	1	6	-26	1	15	10	1.5	3	5
- COC(=O)c1ccc(NC(=O)CNC(=O)C2CCCCC2)cc1
→ -2	3	5	2	-12	-1	11	5	-0.8	-17	-8
- O=C1NC(c2ccccc2)(C(F)(F)F)C(=O)N1Cc1cccnc1 (configuration not stated)
→ -4	7	8	7	-18	2	13	-2	-1.0	1	10
- COc1ccc(C2CC=C(C(C)=O)CN2S(=O)(=O)c2ccccc2)cc1 (configuration not stated)
→ /	-5	/	-3	24	/	3	18	5.6	-9	-31
- CCc1ccc(N(CC(=O)NC2CCCCC2)S(=O)(=O)c2c(C)noc2C)cc1
→ 4	6	-3	1	-5	0	1	-7	-1.0	4	0
- Cc1ccc(SCCC(=O)NCc2ccncc2)cc1
→ -2	7	4	-5	13	1	8	-2	1.6	3	-1
- COc1nc(NCc2cccnc2)nc(OC)n1
→ -2	4	17	3	1	1	7	-11	2.0	-1	-1
- Cc1ccc(-n2c(-c3ccncc3)n[nH]c2=S)c(C)c1
→ 1	10	-8	25	2	0	9	-3	-0.8	-13	3
- O=c1[nH]cnc2scc(-c3ccccc3)c12
→ 11	-5	1	8	-4	4	1	0	-0.5	-3	-1
- CCOc1cc(C(=O)NCc2ccc(F)cc2)ccc1OCC(=O)N1CCCCC1
→ 5	7	2	19	-15	6	12	-7	2.5	-31	26
